pPAFAH inh = pPAFAH (human) enzyme inhibition; Q13093; recombinant pPAFAH, FP-rhodamine probe fluorescence polarization; 330,000 tested, 1.5% active; inhibition, % at 3.39 µM;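 active means inhibition above the mean inhibition across the screen plus 3 SD, cut at about 25% in these data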;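 further: inhibitors block binding of the rhodamine activity-based probe so polarization drops; 0% = enzyme with DMSO and 100% = wells lacking pPAFAH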
PREPL inh = human PREPL enzyme inhibition; AID 2751; recombinant PREPL, fluorescence polarization activity-based probe; 320,000 tested, 0.68% active; inhibition, % at 5.96 µM; Q4J6C6; in the data active means inhibition above about 43%;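 further: 0% = enzyme with DMSO and 100% = wells lacking enzyme; many of its hits are not listed in these tables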
PAD4 FP inh = blocks human protein arginine deiminase 4; Q9UM07; recombinant PAD4, RCA probe fluorescence polarization; inhibition, % at 6.36 µM; 330,000 tested, 0.41% active; AID 485272;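 active means percent inhibition above a cutoff equal to the mean of all tested compounds plus 3 SD, cut at about 15% in these data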;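 further: 0% = PAD4 with RCA probe and DMSO and 100% = probe without PAD4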
Target sequence (Q9UM07 whole entry, looked up): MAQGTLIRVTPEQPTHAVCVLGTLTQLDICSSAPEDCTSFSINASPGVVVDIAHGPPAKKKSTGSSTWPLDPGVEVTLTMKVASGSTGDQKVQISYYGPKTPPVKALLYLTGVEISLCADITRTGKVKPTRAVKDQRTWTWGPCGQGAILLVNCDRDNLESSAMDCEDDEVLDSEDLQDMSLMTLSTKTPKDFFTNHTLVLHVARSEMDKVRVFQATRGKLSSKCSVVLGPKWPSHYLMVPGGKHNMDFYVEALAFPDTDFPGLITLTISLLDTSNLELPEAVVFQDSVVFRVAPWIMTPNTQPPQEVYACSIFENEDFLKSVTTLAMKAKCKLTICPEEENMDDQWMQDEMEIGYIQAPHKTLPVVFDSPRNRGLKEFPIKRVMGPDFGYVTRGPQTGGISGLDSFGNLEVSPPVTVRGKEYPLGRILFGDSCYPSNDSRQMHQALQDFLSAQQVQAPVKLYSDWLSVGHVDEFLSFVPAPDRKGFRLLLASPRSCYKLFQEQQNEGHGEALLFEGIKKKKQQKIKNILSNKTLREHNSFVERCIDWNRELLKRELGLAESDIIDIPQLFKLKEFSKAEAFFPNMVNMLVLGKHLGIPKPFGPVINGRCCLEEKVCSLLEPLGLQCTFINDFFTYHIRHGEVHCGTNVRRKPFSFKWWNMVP
PME-1 primary = blocks human protein phosphatase methylesterase 1; recombinant PME-1, FP-Rh probe fluorescence polarization; inhibition, % at 5.9 µM; 320,000 tested, 0.53% active;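 active means inhibition above the campaign mean of all compounds plus 3 SD, cut at about 26% in these data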;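 further: competitive labeling of PME-1 active site by serine hydrolase directed probe; 0% = PME-1 with DMSO and 100% = wells lacking PME-1 enzyme; inhibitors block probe labeling so polarization falls and inhibition rises; many of its hits are not listed in these tables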
PAFAH1B2 inh = PAFAH1B2 (human) inhibition; P68402; 340,000 tested, 1.2% active; recombinant PAFAH1B2, FP-rhodamine activity probe, fluorescence polarization; inhibition, % at 3.39 µM;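 active means inhibition above the mean of all tested compounds plus 3 SD, cut at about 24% in these data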;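 further: 0% = enzyme with DMSO and 100% = wells lacking PAFAH1B2; many of its hits are not listed in these tables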
LYPLA1 inh = blocks human lysophospholipase 1, a PME1 counter-screen. O75608. recombinant LYPLA1, FP-Rh probe fluorescence polarization. inhibition, % at 5.9 µM. 320,000 tested, 0.16% active. AID 2174;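 active means inhibition above the mean of all tested compounds plus 3 SD, set per campaign, cut at about 14% in these data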;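 further: inhibitors block serine hydrolase probe labeling of LYPLA1 so polarization falls; 0% = enzyme with DMSO and 100% = wells lacking LYPLA1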
Target sequence (O75608 whole entry, looked up): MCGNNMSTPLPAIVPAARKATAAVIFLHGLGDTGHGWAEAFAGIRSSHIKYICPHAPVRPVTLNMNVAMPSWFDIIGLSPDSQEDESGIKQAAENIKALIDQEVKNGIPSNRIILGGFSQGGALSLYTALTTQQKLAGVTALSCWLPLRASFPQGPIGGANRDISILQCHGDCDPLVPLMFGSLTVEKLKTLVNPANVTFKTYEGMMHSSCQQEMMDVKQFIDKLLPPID
GSTO1 inh = blocks human GSTO1 in RBBP9 counter-screen | P78417 | recombinant GSTO1, activity-based probe fluorescence polarization | inhibition, % at 5.96 µM | 300,000 tested, 1.1% active;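 active means inhibition above the campaign mean inhibition plus 3 SD, cut at about 35% in these data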;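 further: 0% = GSTO1-1 with DMSO and 100% = wells lacking GSTO1-1 enzyme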
PAFAH1B3 inh = PAFAH1B3 (human) inhibition; Q15102; recombinant PAFAH1B3, FP-rhodamine probe, fluorescence polarization; inhibition, % at 3.39 µM; 340,000 tested, 0.28% active; AID 492972;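 active means inhibition above the screen-wide average of all tested compounds plus 3 SD, cut at about 25% in these data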;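 further: 0% = enzyme with DMSO only and 100% = wells lacking PAFAH1B3 protein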
LYPLA2 counter = counter-screen for PME1 inhibitors: inhibitors of human LYPLA2 | recombinant LYPLA2, FP-Rh probe fluorescence polarization | inhibition, % at 5.9 µM | 320,000 tested, 0.38% active;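 active means inhibition above the screen-wide mean plus 3 SD, limit set per campaign, cut at about 26% in these data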;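 further: 0% = LYPLA2 with DMSO and 100% = wells lacking LYPLA2 enzyme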
Numbers without * were called inactive; . = no result given. These rows are one share of the data; count on the stated rates, not on these rows.

The first 14 compounds as a preview:
structure,PAD4 FP inh,PAFAH1B2 inh,PAFAH1B3 inh,PME-1 primary,LYPLA2 counter,GSTO1 inh,pPAFAH inh,LYPLA1 inh,PREPL inh
CCC(Oc1ccccc1)C(=O)N1CCN(CC)CC1 (configuration not stated),0,3,9,-1,9,5,2,2,1
CCn1c(=O)c(C(=O)NNS(=O)(=O)c2ccc(Br)cc2)c(O)c2ccccc21,-1,15,9,9,-9,-13,12,-1,-5
Cc1cccc(C(=O)O/N=C/c2c(Cl)n(C)c3ccccc23)c1,1,1,2,-5,-4,1,-3,-8,15
COc1ccc(OCCC(=O)OCC(=O)NC2CCCCCCC2)cc1,-6,3,4,4,3,11,15,0,5
CCCc1cc(=O)oc2cc(C)cc(OCC(=O)NC3CCN(Cc4ccccc4)CC3)c12,1,1,4,0,8,-2,2,4,-40
COc1ccc(CCCC(=O)Nc2cc(C)ccc2OC)cc1,1,2,3,4,3,5,2,1,18
COc1cc(/C=C/c2ccc3cccc([N+](=O)[O-])c3n2)ccc1OCC#N,5,-6,4,1,5,-6,4,-3,11
S=C(Nc1ccccc1)N1CCCCC1,6,-3,-5,-1,0,8,3,3,0
O=C(NCc1ccc(Cl)cc1)c1cc2c(nc3sccn32)s1,-7,3,0,2,6,-12,4,-4,10
O=C(Cc1ncc(C(F)(F)F)cc1Cl)NCCc1ccccc1,3,1,-3,-11,-5,-6,-3,-5,8
O=C1/C(=C\c2ccc(-c3ccccc3[N+](=O)[O-])o2)C(c2ccccc2)=NN1c1ccccc1,-10,5,7,6,-4,-1,12,-8,3
COc1ccc(CCNc2nc(N3CCCCC3)nc(N3CCCCC3)n2)cc1OC,1,0,-3,1,-7,-1,8,-5,1
Cc1ccccc1OC(=O)C1C(c2ccccc2)C(C(=O)O)C1c1ccccc1 (configuration not stated),2,0,-3,-5,-4,8,2,0,4
Cn1cnc([N+](=O)[O-])c1SCC(O)CCl (configuration not stated),-5,0,0,3,4,-6,5,5,5

This part in full, from the first entry:
structure,PAD4 FP inh,PAFAH1B2 inh,PAFAH1B3 inh,PME-1 primary,LYPLA2 counter,GSTO1 inh,pPAFAH inh,LYPLA1 inh,PREPL inh
CCC(Oc1ccccc1)C(=O)N1CCN(CC)CC1 (configuration not stated),0,3,9,-1,9,5,2,2,1
CCn1c(=O)c(C(=O)NNS(=O)(=O)c2ccc(Br)cc2)c(O)c2ccccc21,-1,15,9,9,-9,-13,12,-1,-5
Cc1cccc(C(=O)O/N=C/c2c(Cl)n(C)c3ccccc23)c1,1,1,2,-5,-4,1,-3,-8,15
COc1ccc(OCCC(=O)OCC(=O)NC2CCCCCCC2)cc1,-6,3,4,4,3,11,15,0,5
CCCc1cc(=O)oc2cc(C)cc(OCC(=O)NC3CCN(Cc4ccccc4)CC3)c12,1,1,4,0,8,-2,2,4,-40
COc1ccc(CCCC(=O)Nc2cc(C)ccc2OC)cc1,1,2,3,4,3,5,2,1,18
COc1cc(/C=C/c2ccc3cccc([N+](=O)[O-])c3n2)ccc1OCC#N,5,-6,4,1,5,-6,4,-3,11
S=C(Nc1ccccc1)N1CCCCC1,6,-3,-5,-1,0,8,3,3,0
O=C(NCc1ccc(Cl)cc1)c1cc2c(nc3sccn32)s1,-7,3,0,2,6,-12,4,-4,10
O=C(Cc1ncc(C(F)(F)F)cc1Cl)NCCc1ccccc1,3,1,-3,-11,-5,-6,-3,-5,8
O=C1/C(=C\c2ccc(-c3ccccc3[N+](=O)[O-])o2)C(c2ccccc2)=NN1c1ccccc1,-10,5,7,6,-4,-1,12,-8,3
COc1ccc(CCNc2nc(N3CCCCC3)nc(N3CCCCC3)n2)cc1OC,1,0,-3,1,-7,-1,8,-5,1
Cc1ccccc1OC(=O)C1C(c2ccccc2)C(C(=O)O)C1c1ccccc1 (configuration not stated),2,0,-3,-5,-4,8,2,0,4
Cn1cnc([N+](=O)[O-])c1SCC(O)CCl (configuration not stated),-5,0,0,3,4,-6,5,5,5
O=C(NCC(=O)N(c1ccccc1)C(C(=O)NC1CCCCC1)c1ccncc1)c1ccco1 (configuration not stated),-1,3,9,4,-2,0,2,2,8
COC(=O)c1cc(NC(=O)c2cc(-c3ccc(OC)cc3)oc2C(F)(F)F)ccc1N1CCOCC1,4,8,10,1,-13,-1,9,-11,10
CC1CC(C)CN(C(=O)c2cc(S(=O)(=O)N3CCCCC3)ccc2Cl)C1 (configuration not stated),-1,10,1,12,5,3,-1,-1,4
CCOc1ccc(NC(=O)CN(C)C(=O)c2ccc(N3CCCCCC3)c([N+](=O)[O-])c2)cc1OCC,9,6,3,-3,7,-8,7,2,17
COc1ccccc1NC(=O)CCCn1c(=S)[nH]c2ccccc2c1=O,4,-3,11,3,8,5,9,2,8
CC(C)NC(=O)Nc1ccc2c(c1)C(=O)N([C@H](C)CO)C[C@H](C)[C@@H](CN(C)C(=O)Nc1ccccc1)O2,4,6,3,.,.,.,-1,.,-1
CCCC(=O)NCCc1nc2ccccc2n1CCC,-5,0,4,-1,4,-1,6,4,-2
C#CCOc1ccc(/C=N/O)cc1Cl,-2,0,4,3,-4,0,5,-2,0
CCOc1ccc(N(CC(=O)Nc2ccc(OC)cc2)C2=NC3CS(=O)(=O)CC3S2)cc1 (configuration not stated),5,2,-4,-7,0,9,2,-1,5
CCOC(=O)c1c(C)[nH]c(C(C)=NNC(=O)Cn2nc(C)cc2C)c1C,5,9,11,.,.,.,2,.,3
O=c1[nH]c(C2CCN(S(=O)(=O)c3ccccc3)CC2)nc2c1nnn2Cc1ccc2c(c1)OCCO2,-1,-3,7,21,8,3,0,-3,-2
CNc1c([N+](=O)[O-])cnn1-c1ccccn1,-1,2,7,-5,-3,0,0,-3,-6
CC1(C(=O)c2ccccc2)C2c3c(ccc4ccccc34)OC(=O)C21C(=O)N1CCOCC1 (configuration not stated),0,6,-5,-3,-4,10,4,-2,-9
Brc1ccc2c(c1)CN1CCCC1=N2,2,-2,0,-1,-9,-7,-8,-3,1
CCN(CC(=O)Nc1ccccc1C(F)(F)F)C(=O)c1cc(S(=O)(=O)N(C)C)ccc1N1CCCC1,4,0,9,2,0,4,1,1,-8
O=C(CN1C(=O)NC2(CCCCC2)C1=O)NCCc1c[nH]c2ccccc12,-2,7,11,2,5,17,7,0,7

Reprinted from the part before: 2 entries; new compounds follow.
structure,PAD4 FP inh,PAFAH1B2 inh,PAFAH1B3 inh,PME-1 primary,LYPLA2 counter,GSTO1 inh,pPAFAH inh,LYPLA1 inh,PREPL inh
CCN(CC(=O)Nc1ccccc1C(F)(F)F)C(=O)c1cc(S(=O)(=O)N(C)C)ccc1N1CCCC1,4,0,9,2,0,4,1,1,-8
O=C(CN1C(=O)NC2(CCCCC2)C1=O)NCCc1c[nH]c2ccccc12,-2,7,11,2,5,17,7,0,7
CCCC/C(O)=C1\C(=O)CC(C)(C)CC1=Nc1ccc(N)cc1,1,3,4,2,1,-5,4,5,9
CN(C)S(=O)(=O)c1ccc(-c2csc(-c3cccnc3)n2)cc1,2,4,6,7,6,-2,3,0,0
COc1ccc(Cl)cc1S(=O)(=O)N1CCN(C(=O)c2n[nH]c(=O)c3ccccc23)CC1,-4,0,-2,.,.,.,5,.,18
Cc1ccc(OCC(=O)N/N=C/c2cn[nH]c2-c2ccc(Cl)c(Cl)c2)cc1,-1,-6,-16,-29,-39,-6,-3,-18,-39
COc1ccc(CNS(=O)(=O)c2ccc(Br)s2)cc1,5,19,4,1,-7,-6,16,-2,-13
COc1ccc(CNC(=O)CSc2nnc(C)n2-c2ccc(F)cc2)cc1,-7,2,13,-5,1,2,1,6,4
Oc1ccccc1/C=N/n1cnnc1,-2,2,6,1,-6,-1,0,0,-14
O=C(O)c1cccc(N/N=C/c2sc(N3CCOCC3)nc2-c2ccccc2)c1,4,-3,2,7,-2,4,19,-5,6
Cc1c(OCC(=O)N2CCC(C(N)=O)CC2)ccc2c3c(c(=O)oc12)CCC3,1,3,2,-3,3,10,1,-3,0
COC(=O)/C(=N\OCc1ccc(C#N)cc1)c1c(C)nn(C)c1C,2,6,10,2,4,-3,-1,2,10
O=C(COCC(=O)NCc1ccccc1)NCc1ccccc1,1,-4,11,1,0,3,4,-2,0
O=c1oc2ccccc2c(Nc2ccc3ccccc3c2)c1[N+](=O)[O-],1,7,3,-1,7,-45,18,-3,22
CCOC(=O)C1=NOC(CN(c2ccccc2)S(=O)(=O)c2ccc(Cl)cc2)C1 (configuration not stated),-2,1,6,0,3,1,6,4,4
COc1ccc(-c2cccc(NC(=O)c3ccc4c(c3)OCO4)c2)nn1,-3,-2,-1,-1,1,-5,1,4,-10
CC(=O)Cc1nsc(NC(=O)c2ccccc2Cl)n1,-7,1,7,-3,-6,-20,6,-2,3
COc1cc2nc(Nc3cccc(F)c3)nc(N)c2cc1OC,-3,-1,10,7,0,-11,4,3,24
CCN1C(=O)[C@H]2[C@@H](c3ccc(-c4ccc(Cl)c(Cl)c4)cc3)N3CCCC[C@@]3(C(=O)OC)[C@H]2C1=O,-5,4,10,-9,-11,-3,-4,-3,8
Nc1nc(-c2sc3nc4c(cc3c2N)CCCC4)nc(N2CCOCC2)n1,1,4,11,5,-2,3,14,-4,27
O=C(CSc1ncnc2sc3c(c12)CCC3)NCC1CCCO1 (configuration not stated),-6,-1,7,3,-1,3,5,4,19
O=C(Nc1ccccc1C(=O)O)c1ccc(NC(=O)C2CC2)cc1,-6,3,3,1,-3,-21,-2,0,-6
CCCCCOC(=O)C1=C(C)NC(=O)NC1c1ccc2c(c1)OCO2 (configuration not stated),1,9,2,-2,3,-21,5,1,-4
COc1ccc([C@H]2/C=C\CN(C(=O)[C@H](Cc3ccccc3)NC(=O)OCC3c4ccccc4-c4ccccc43)CC(=O)N2Cc2ccc(F)cc2)cc1,0,4,7,5,-3,0,8,-1,19
CCN1C(=O)/C(=C/c2cccs2)SC1=Nc1ccc(OC)cc1,-6,-1,9,-1,2,7,0,-2,-3
CC(=O)N[C@H]1[C@H](Oc2ccc3c(c2)CCC2C3CC[C@]3(C)C(=O)CCC23)O[C@H](CO)[C@@H](O)[C@@H]1O (some centres not stated),5,-2,8,-2,-3,1,9,-5,-5
Cc1nc(NC(=O)c2ccccc2)sc1C1(C)CC(c2ccccc2F)=NO1 (configuration not stated),-5,0,-4,-10,-9,-4,-3,-9,11
Cc1cc(C)n(-c2nncn2NC(=O)c2ccc(Cl)cc2O)n1,-1,1,-1,-9,-4,-2,-5,-5,-3
CC(C)C(=O)N1CCN(c2nc3ccc(Cl)cc3s2)CC1,2,5,9,5,1,-7,5,0,17
O=P(OC1CCS(=O)(=O)C1)(c1ccccc1)c1ccccc1 (configuration not stated),-1,6,11,-1,7,1,0,3,2
Cc1cc(C(=O)CSc2nc3ccccc3n2C)c(C)n1C,-7,-2,2,-3,1,-3,4,0,-10

High-throughput results (PubChem BioAssay)
